# C-LANA FP: inhibitors of KSHV C-LANA binding to DNA, primary screen, biochemical, fluorescence polarization, FAM-LBS DNA, MBP-C-LANA, single point. 0.078% of 340,000 active. Kaposi's sarcoma herpesvirus LANA C-terminal domain (residues 932-1162) DNA binding. inhibition, % at 9 µM. AID 504423, 2011;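 active means highest replicate inhibition at or above 60% at 9 µM, even if other replicates fall short; inactive means all replicates below 60% inhibition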;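 further: 0% = neutral control wells and 100% = 4 µM acridine orange control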
# Cardiac RTF inh: cardiac RTF calcium sensitivity inhibitors, primary screen, biochemical, IANBD-TnC fluorescence, EC70 calcium; inhibition, % at 7.15 µM; Troponin I, cardiac muscle (Homo sapiens) + Troponin T, cardiac muscle (Homo sapiens) + …; AID 493244, 2011; 0.12% of 340,000 active; IANBD-labeled cardiac RTF, Ca2+ fluorescence;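 active means inhibition above the mean inhibition of all tested compounds plus 3 SD, cut at about 17% in these data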;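 further: assay run at fixed EC70 calcium of 1.6 mM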
# Keap1 Nrf2 FP: Keap1-Nrf2 protein-protein interaction inhibitors, primary screen, biochemical, fluorescence polarization, single point; Keap1 Kelch-Nrf2 peptide fluorescence polarization, 1536-well; inhibition, % at 9.4 µM; 0.15% of 340,000 active; Kelch-like ECH-associated protein 1 (Homo sapiens), Q14145; in the data active means inhibition above about 12%;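 further: human Keap1 Kelch domain with fluorescein labeled Nrf2 9mer peptide probe; 0% = neutral control wells and 100% = peptide positive control; higher means more block of Keap1 binding to Nrf2 peptide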
# DSG3 Ab inh: inhibitors of pemphigus antibody binding to DSG3, primary screen, biochemical, bead-based, flow cytometry, scFv-GFP. binding (percent of control), % at 10 µM. DSG3-coupled beads, scFv-anti-DSG3-GFP binding; stronger effect = lower value. Desmoglein-3 (Homo sapiens), P32926. 0.48% of 310,000 active;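 active means binding more than 3 SD below its plate's average and above zero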;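 further: hits lower antibody fragment binding to DSG3; some compounds called inactive have numbers as strong as hits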
# CAL PDZ FP-1: untagged CAL PDZ binding inhibitors, primary screen, biochemical, fluorescence polarization, HTS | Golgi-associated PDZ and coiled-coil motif-containing protein (Homo sapiens), Q9HD26 | purified CAL PDZ, TMR-peptide fluorescence polarization, 1 h | inhibition, % at 24.9 µM | 0.92% of 300,000 active | AID 602252, 2012;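 active means mean inhibition of at least 30% with at least half of replicates also reaching 30%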;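 further: 0% = DMSO neutral control and 100% = excess unlabeled competitor peptide PRC23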
# Arr AP2 block: inhibitors of beta-arrestin/AP2 binding, primary screen, biochemical, GPCR trafficking, flow cytometry; beta-arrestin 1 C-terminal peptide binding to AP2 beta2-adaptin appendage (human); FITC-arrestin peptide / GST-AP2 beads; AP2 beta2 appendage carries R879A mutation; inhibition, % at 10 µM; 0.31% of 340,000 active; AID 504490, 2011;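 active means inhibition above a set limit, near 3 SD of compounds lacking own fluorescence, cut at about 54% in these data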;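 further: plate controls were DMSO wells for no effect and 5 µM unlabelled arrestin peptide for full effect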
#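 system = GST-tagged AP2 beta2-adaptin appendage (R879A) on 4 µm glutathione beads | reagent = FITC-labelled arrestin peptide probe, 50 nM final | schedule = compound with beads 12 min RT, then probe 1 h RT | signal = HyperCyt-sampled flow cytometry, FL1 channel, ex 488/em 535 nm | read-out = percent response from loss of bead-bound FITC fluorescence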
# DAGLB inhibitor: DAGLB lipase inhibitors, primary screen, biochemical, fluorescence, HTS; HEK293T DAGLB membrane lysate, EnzChek fluorogenic substrate; inhibition, % at 5.17 µM; 0.059% of 340,000 active; AID 504411, 2011; in the data active means inhibition above about 34%;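 further: 0% = enzyme with vehicle and 100% = wells lacking enzyme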
# Target sequence (Q8NCG7 whole entry, looked up): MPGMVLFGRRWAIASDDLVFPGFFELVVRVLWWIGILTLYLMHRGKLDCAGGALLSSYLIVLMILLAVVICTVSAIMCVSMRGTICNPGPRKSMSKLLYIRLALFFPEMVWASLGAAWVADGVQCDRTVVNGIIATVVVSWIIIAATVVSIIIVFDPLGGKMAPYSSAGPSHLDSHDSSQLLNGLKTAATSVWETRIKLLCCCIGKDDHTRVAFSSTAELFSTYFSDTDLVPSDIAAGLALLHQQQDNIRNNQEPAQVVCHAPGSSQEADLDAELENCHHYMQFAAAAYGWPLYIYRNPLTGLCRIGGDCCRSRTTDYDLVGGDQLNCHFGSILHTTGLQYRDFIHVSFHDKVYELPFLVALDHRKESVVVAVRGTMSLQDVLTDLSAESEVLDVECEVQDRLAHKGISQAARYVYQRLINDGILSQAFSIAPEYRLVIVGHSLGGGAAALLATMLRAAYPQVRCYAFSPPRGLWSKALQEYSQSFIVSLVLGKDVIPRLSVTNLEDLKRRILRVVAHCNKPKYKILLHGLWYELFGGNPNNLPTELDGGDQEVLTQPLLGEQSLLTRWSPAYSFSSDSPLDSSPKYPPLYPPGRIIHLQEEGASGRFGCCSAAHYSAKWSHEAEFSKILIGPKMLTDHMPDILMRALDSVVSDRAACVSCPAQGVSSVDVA
# V-ATPase pH: regulators of yeast V-ATPase proton pumping, primary screen, pHLuorin cytosolic pH fluorescence | S. cerevisiae | response, % at 10 µM | 0.37% of 350,000 active | AID 504577, 2011; in the data active means response mostly above about 7.3%, no sharp cut-off; inactive means mostly below about 5.4%; further: actives read high; inactives centre near 0; some compounds called inactive have numbers as strong as hits
# CAL PDZ FP-2: CAL PDZ peptide-binding inhibitors, primary screen, biochemical, fluorescence polarization, Cer-tagged CAL PDZ, HTS. AID 504414, 2011. 0.02% of 330,000 active. inhibition, % at 20 µM. purified CAL PDZ, TMR-peptide fluorescence polarization, 1 h;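 active means highest replicate inhibition of at least 40%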;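 further: plate controls were DMSO neutral control wells for no effect and unlabeled competitor peptide control wells for full effect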
#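 Read-out basis: mP drop reported as inhibition | Assay system: Tagged CAL PDZ protein CerCALP, purified | Benchmarks: Unlabelled peptide for full inhibition, DMSO wells as neutral | Schedule: 1 h incubation at room temperature before polarization reading | Buffer or medium: Sodium phosphate/NaCl buffer pH 7.4 with TCEP, IgG, Thesit | Doses: Single point, 20 µM | Measured by: Fluorescence polarization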
# NSD2 HMT inh: NSD2 histone methyltransferase inhibitors, primary screen, biochemical, AlphaScreen, single concentration, set 2 | inhibition, % at 12.5 µM | Histone-lysine N-methyltransferase NSD2 (Homo sapiens), O96028 | NSD2 peptide methylation, 120 min | 0.54% of 310,000 active; in the data active means inhibition above about 50%
# The depositor's hits bear a star; x = no result given. Not all compounds are listed (hit frequency here may not be typical).
Structure	C-LANA FP	Cardiac RTF inh	Keap1 Nrf2 FP	DSG3 Ab inh	CAL PDZ FP-1	Arr AP2 block	DAGLB inhibitor	V-ATPase pH	CAL PDZ FP-2	NSD2 HMT inh
O=C(N1CCOCC1)C12CC3CC(C1)CC(n1cnc(Cl)n1)(C3)C2	-1.8	-1	-3	100	-4	19	-3	0	0.1	-5
COc1ccccc1CNC(=O)c1cccc(NC(=O)c2ccccc2)c1	0.7	-6	0	100	0	6	-2	-2	-4.3	0
COc1cc(OC)c(C2N(c3ccccn3)C(=O)C3CCCN32)cc1OC (stereo not given)	-0.6	4	0	x	-4	11	-1	-3	0.4	1
Cc1onc(-c2c(Cl)cccc2Cl)c1C(N)=O	-0.8	0	-7	96	2	-5	3	-2	-1.2	-6
COc1ccc(C2(C)NC(=O)N(CC(=O)Nc3ccc(Br)c(C)c3)C2=O)cc1OC (stereo not given)	1.1	-21	-4	x	-4	10	4	4	-0.7	-5
Cc1csc(SCc2nc3sc4c(c3c(=O)[nH]2)CCC4)n1	4.2	2	-3	x	-1	17	-4	1	0.6	0
Cc1cccc(S(=O)(=O)N2CN(CC3CCCO3)c3nc4ccccc4nc32)c1 (stereo not given)	0.3	-4	-3	96	-5	-7	-2	2	-3.2	2
O=C(NCCS(=O)(=O)N1CCN(Cc2ccccc2)CC1)c1ccccc1	0.9	-6	-2	100	-2	-3	-2	2	-2.1	x
CCOc1ccc(N(CC(=O)NC(C)(C)C)S(=O)(=O)c2c(C)noc2C)cc1	-2.2	-1	-3	104	3	-5	-2	0	-0.7	x
O=C(NNC(=O)c1cc(-c2ccc(Cl)cc2)nc2ccccc12)c1csc(N2CCOCC2)n1	-0.8	-4	-1	97	-2	8	4	2	-5.9	-3
CCC(=O)N1CCc2cc(S(=O)(=O)Nc3ccc4c(c3)OCCO4)ccc21	0.4	-14	-3	-17	-1	9	2	5	-0.7	-2
CCC(C)NS(=O)(=O)c1ccc(S(=O)(=O)N2CC=C(c3ccc(F)cc3)CC2)cc1 (stereo not given)	-3.1	-2	-3	97	0	-5	-5	0	-1.6	-3
Cc1cc(C)c(S(=O)(=O)N(C2=NCCS2)S(=O)(=O)c2c(C)cc(C)cc2C)c(C)c1	-1.5	-8	-2	x	0	0	-9	-6	-0.4	x
COc1cccc(NC(=O)CN(C)C(=O)CCCc2nc3ccccc3c(=O)[nH]2)c1	0.2	-6	1	x	-10	-4	-2	1	0.1	0
Cc1ccc(S(=O)(=O)N2CCCCC2)cc1NC(=O)C1CC(=O)N(c2ccc3c(c2)OCCO3)C1 (stereo not given)	0.5	-3	-3	102	-3	-2	-1	3	-2.7	-1
O=C(O)C1CC=CCC1C(=O)Nc1cccc(C(=O)N2CCCCC2)c1 (stereo not given)	x	-6	x	x	-5	9	2	1	-3.5	22
CCCC(=O)Nc1ccc(-c2cn3cccnc3n2)cc1	1.8	-4	4	90	7	14	-2	-3	0.9	-3
COc1ccc(CCNS(=O)(=O)c2c(C)nc3scc(C)n3c2=O)cc1OC	-1.6	-6	-2	x	x	34	-3	-6	-0.8	14
C[C@]12C=CC(=O)C=C1CC[C@@H]1[C@@H]2C(=O)C[C@@]2(C)[C@H]1CC[C@]2(O)C(=O)COC(=O)CCC(=O)O	-1.1	7	1	88	-3	29	-2	-2	-0.4	-2
CCN(CC)S(=O)(=O)c1ccc(C)c(NC(=O)CSc2nc3ccc(C)cc3[nH]2)c1	-1.2	-7	-2	105	3	-16	-3	-2	-0.8	1
O=C(NCc1ccc(Cl)cc1)c1cc2c(nc3sccn32)s1	1.1	-6	-6	x	-1	8	-1	-4	-1.1	-1
O=C(NC(=S)Nc1ccc(F)c(Cl)c1)C1CC1	0.1	-8	0	x	-3	26	-4	-1	-1.7	-1
COc1ccc(-c2cc(C(=O)OCC(=O)c3c(N)n(C)c(=O)n(C)c3=O)c3ccccc3n2)cc1	2.4	-8	2	116	0	-1	0	1	-0.2	1
CCn1c2ccccc2c2nnc(SCC(=O)OCN3C(=O)c4ccccc4C3=O)nc21	0.7	-6	-3	104	1	-3	2	2	-0.2	-6
Cc1ccccc1NC(=O)c1ccc2c(c1)C(=O)N(CCC(C)C)C2=O	1.1	0	-3	x	0	0	-2	-3	0.3	0
CCCCNc1c(-c2ccc(SC3CCCCC3)c(OC)c2)nc2ccc(Cl)cn12	-0.6	0	-3	108	-3	-6	-15	1	0.1	x
CCOc1ccccc1NC(=O)C(OC(=O)c1ccccc1O)c1ccccc1 (stereo not given)	0.3	-14	1	103	2	1	-8	-1	0.4	-1
FC(F)(F)c1cccnc1-n1cncn1	-0.7	-7	3	104	-7	19	-1	-7	-0.4	-1
CCN=C1S/C(=C\c2cc(OCC)c(O)cc2Br)C(=O)N1CC	2.1	-2	0	105	0	-149	-10	6	0.1	1
C=CCOc1ccccc1CNc1cccc(F)c1	0.4	-17	-6	112	0	0	-6	1	-3.0	0

# The listing continues:
Structure	C-LANA FP	Cardiac RTF inh	Keap1 Nrf2 FP	DSG3 Ab inh	CAL PDZ FP-1	Arr AP2 block	DAGLB inhibitor	V-ATPase pH	CAL PDZ FP-2	NSD2 HMT inh
COC(=O)C(O)(NC(=O)c1ccncc1)C(F)(F)F (stereo not given)	-1.1	-10	2	98	-1	19	0	2	-2.5	x
O=C(Nc1ccc(Br)cn1)c1coc(=O)c(Br)c1	-0.2	3	0	110	-3	-12	1	4	-0.5	1
COc1ccc(CNC(=O)CCCc2ccccc2)cc1	3.6	-2	6	102	8	0	0	1	0.5	-1
Cc1cccc(CC(=O)N2CCN=C2SCc2ccc([N+](=O)[O-])cc2)c1	-0.2	-3	0	101	-2	-2	-4	-1	-2.7	-1
CCC(=O)Nc1nc(OC)cc(OC)n1	-2.3	-5	-1	102	1	10	-4	9	-0.3	-2
CCOc1ccc(CSc2nc(C)cc(COC)c2C#N)cc1OCC	1.1	-6	0	100	-4	-11	-10	0	-0.1	-8
Cc1ccc(C(=O)c2ccccc2C(=O)OCC(=O)N2C(C)CCCC2C)cc1 (stereo not given)	2.6	-2	3	98	-7	-1	-5	-4	-1.5	0
COc1ccc(C(=O)NNC(=O)c2ccc(C)cc2)cc1S(=O)(=O)N1CCCC1	-1.0	-7	2	79	0	0	4	-2	0.0	-2
Cc1cc(C)n2nc(SCN3C(=O)c4ccccc4C3=O)nc2n1	0.8	-1	4	104	-3	14	5	4	-1.8	6
OCC1(Cc2cccc(F)c2)CCN(Cc2cccc3nccnc23)CC1	-0.9	-4	-4	106	-4	31	3	2	-0.2	1
CN(C)c1ccc(/C=C(\NC(=O)c2ccccc2)C(=O)NCc2ccncc2)cc1	0.0	-9	-2	x	x	-4	-2	4	-1.1	3
Cc1ccc(N=Cc2c(O)c3ccccc3oc2=O)cc1F	0.2	-1	5	104	6	29	-4	3	1.9	1
COC(=O)c1ccc(COC(=O)c2ccc(SC)cc2OC)cc1	-1.2	-23	-3	100	4	-2	-17	3	-1.6	x
CC(=O)N(CCCCl)C(C#N)c1ccccc1 (stereo not given)	-0.1	-1	1	94	-1	12	-1	-2	-2.4	-1
Cc1cc(N=Cc2cc(Br)ccc2O)no1	-0.1	-3	2	98	-5	2	0	9	x	0
N#Cc1cc2cc3c(cc2nc1SCC(=O)N1CCCC1)OCCO3	0.0	9	-1	x	4	27	-3	0	-1.1	-1
O=C(CSc1ccc(-c2cccnc2)nn1)Nc1ccccc1C(F)(F)F	3.1	-1	-1	x	0	2	-1	-2	-2.7	0
COc1ccc(NC(=O)CCS(=O)(=O)c2ccc3c(c2)oc(=O)n3C)cc1OC	1.7	-15	3	x	-4	-9	0	-2	-2.0	1
Cc1ccccc1N1C(=O)C(Cc2ccc(F)cc2)S/C1=C(\C#N)C(N)=O (stereo not given)	x	x	x	109	x	0	x	1	x	1
Cc1ccc(C(C)C)c(OCCOCCN2CCNCC2)c1	x	x	x	110	x	3	x	-2	x	0
COc1cccc(Oc2nc(-c3ccccc3O)nc3ccccc23)c1	-2.0	-4	-2	91	1	-2	-2	1	0.7	-2
COc1cc(C(=O)NCc2cn3ccccc3n2)cc(OC)c1OC	0.9	-1	3	106	-3	-1	0	5	-1.8	25
O=C1CCC([N+](=O)[O-])C(c2ccccc2Cl)N1 (stereo not given)	-0.5	-6	-3	101	1	8	-1	-3	0.1	2
COC(CNC(=O)c1ccc2c(c1)ncn2-c1ccc(F)cc1F)OC	1.1	-5	0	93	-4	-2	0	-1	-1.7	-4
CCSc1nnc(NC(=O)C2CCN(C(=O)c3ccc(F)cc3)CC2)s1	0.8	-4	-3	97	x	-4	1	-2	-0.3	-2
C(=C\c1ccccc1)/C=N/N1CCN(c2ccccn2)CC1	5.2	-9	-3	110	-3	4	0	2	0.8	3
C/C=C/c1ccc(OCC(=O)Nc2ccc(OC)c(OC)c2)c(OC)c1	-0.3	7	-2	104	-2	-32	0	-4	-1.8	-5
O=C(Nc1cccnc1)c1ccc([N+](=O)[O-])s1	0.0	-8	-4	104	-1	19	1	0	-4.0	1
CSc1ccc(/C=C/C(=O)OCC(=O)NCC2CCCO2)cc1 (stereo not given)	1.9	0	-1	95	-2	-10	-2	-2	-0.2	-2
COc1ccc(S(=O)(=O)Nc2ccc3c(c2)C(=O)N([C@H](C)CO)C[C@H](C)[C@@H](CN(C)S(=O)(=O)c2ccc(OC)cc2)O3)cc1	-1.1	1	3	97	5	40	-3	-2	-1.4	x
COc1ccccc1NC(=O)C(C)NC(c1ccccc1)c1ccccc1 (stereo not given)	-4.0	-11	0	106	-3	9	-7	0	1.5	-2
Cc1ccc(C(=O)C(C)OC(=O)CN2C(=O)NC3(CCCC3)C2=O)cc1 (stereo not given)	-0.3	-15	-1	95	-4	-9	1	-1	-0.9	0

# Assay outcomes: PubChem BioAssay, several laboratories
